esBAF inh: SWI/SNF esBAF complex inhibition. reporter increase, % at 12.5 µM. 350,000 tested, 2% active. mouse ES cells, Bmi1-luciferase knock-in reporter, 24 h; 100% = twice the neutral-well signal. AID 602393; in the data active means activation above about 40%;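 further: 0% = median of the plate's neutral control wells and 100% = double that signal; a rise in the Bmi1 reporter signal indicates esBAF inhibition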
miR122 inh: blocks miR-122 activity in Huh7 sensor cells | Huh7 miR-122 Renilla luciferase sensor, 48 h; neutral wells = 0, positive control = 100 | activation (reporter increase), % at 12.5 µM | 340,000 tested, 0.3% active | AID 602342;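 active means mean replicate activation score at least 90 and every replicate individually at or above 90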;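 further: higher luciferase means less miR-122 activity so hits act as miR-122 inhibitors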
SIRT5 block: sirtuin-5 (human) deacylase inhibition; Q9NXA8; Purified SirT5, succinyl-peptide AMC, trypsin-coupled fluorescence; inhibition, % at 15 µM; 330,000 tested, 1.1% active; in the data active means inhibition above about 15%
Target sequence (Q9NXA8 whole entry, looked up): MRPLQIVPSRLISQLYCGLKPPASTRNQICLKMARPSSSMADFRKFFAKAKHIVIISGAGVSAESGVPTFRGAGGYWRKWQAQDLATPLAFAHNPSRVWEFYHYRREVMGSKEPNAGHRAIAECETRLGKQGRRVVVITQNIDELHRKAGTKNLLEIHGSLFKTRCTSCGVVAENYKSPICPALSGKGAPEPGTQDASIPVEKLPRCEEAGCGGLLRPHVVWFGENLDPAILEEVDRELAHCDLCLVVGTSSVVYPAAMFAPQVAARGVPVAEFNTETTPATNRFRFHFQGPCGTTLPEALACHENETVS
C2C12 statin: protects C2C12 myotubes from simvastatin toxicity. ATP luminescence, 48 h; scaled: DMSO 0, geranylgeraniol control 100. rescue of ATP level, % at 7.49 µM. 330,000 tested, 0.78% active;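 active means mean ATP rescue above about 67%, or every replicate alone reaching that limit, limit read from the data, passing the limit was not always enough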;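 further: myotubes were challenged with 10 µM simvastatin during compound exposure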
Cneo AK release: causes C. neoformans cell lysis. 360,000 tested, 0.2% active. adenylate kinase release luminescence, 4 h; normalised: neutral wells 0, clomiphene wells 100. lysis activity, % at 15 µM. AID 651654;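 active means mean lysis activity across replicates of at least 80%, whatever share of replicates individually reach that level; inactive means mean lysis activity below 80%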
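read-out = cell lysis signal | test system = log-phase Cryptococcus neoformans yeast cells | input = cells at 5 × 10^6 per mL | medium = fresh YPD growth medium | signal = luminescent adenylate kinase detection reagent | timing = 4 h at 37 °C static, read 1 h later | dosing = single dose | controls = Clomiphene as positive lysis control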
ARNT TACC3 PPI: disruptors of human ARNT/TACC3 interaction. Q9Y6A5. AlphaScreen His-ARNT PAS-B/GST-TACC3 binding, luminescence; TACC3 fragment carries E629A point mutation. inhibition, % at 9.99 µM. 390,000 tested, 0.66% active;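 active means mean inhibition of replicates at least 50% and at least half of replicates each reaching 50%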;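 further: 0% = complete ARNT plus TACC3 wells and 100% = ARNT alone without TACC3; many hits fall short of the cut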
ERp5 block: blocks human ERp5 reductase activity on insulin | inhibition, % at 9.99 µM | AID 651711 | ERp5 insulin aggregation, absorbance 650 nm, 90 min | 350,000 tested, 0.05% active | Q15084;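 active means mean replicate inhibition above about 25%, with every replicate also reaching it, limit read from the data, passing the limit was not always enough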
Target sequence (Q15084 whole entry, looked up): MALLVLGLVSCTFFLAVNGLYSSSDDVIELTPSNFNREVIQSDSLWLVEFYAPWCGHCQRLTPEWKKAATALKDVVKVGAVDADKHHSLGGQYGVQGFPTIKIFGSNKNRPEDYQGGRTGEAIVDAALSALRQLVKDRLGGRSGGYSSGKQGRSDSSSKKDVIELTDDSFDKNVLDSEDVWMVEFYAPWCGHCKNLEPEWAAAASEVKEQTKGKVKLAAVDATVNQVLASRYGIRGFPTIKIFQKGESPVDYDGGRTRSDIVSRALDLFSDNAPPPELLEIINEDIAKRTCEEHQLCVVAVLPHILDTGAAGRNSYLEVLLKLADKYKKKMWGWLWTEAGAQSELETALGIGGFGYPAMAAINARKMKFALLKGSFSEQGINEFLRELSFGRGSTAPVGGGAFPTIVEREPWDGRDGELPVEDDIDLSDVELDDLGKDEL
* = called active by the depositor; nt = not tested or not shown; [ ] = dose if it differs, or a comment. This is a random part of the collection; overall some 4% were active at least once.

SMILES	esBAF inh	miR122 inh	SIRT5 block	C2C12 statin	Cneo AK release	ARNT TACC3 PPI	ERp5 block
O=C(CCCN1C(=O)NC2(CCCC2)C1=O)N1CCN(S(=O)(=O)c2ccccc2)CC1	1	-5	-1	-17	1	-9	5
C[C@@H]1CCCCO[C@@H](CN(C)Cc2ccc3c(c2)OCO3)[C@@H](C)CN([C@@H](C)CO)C(=O)c2cc(NC(=O)NC3CCCCC3)ccc2O1	8	1[16.7 µM]	2	nt	-5	1	-1
C[C@@H]1CN([C@@H](C)CO)C(=O)Cc2cc(NC(=O)CCN3CCOCC3)ccc2O[C@H]1CN(C)C(=O)Nc1ccc2c(c1)OCO2	0	2[16.7 µM]	-1	-14	1	30	-1
COc1cccc(N(CC(=O)NC2CC3CCC2C3)S(=O)(=O)c2ccccc2)c1 (configuration not stated)	2	nt	1	-10	-10	-4	0
CCN1CCN(C(=S)c2ccc(OCC(=O)Nc3ccc(OC)cc3)cc2)CC1	16	-4	nt	28	0	-2	nt
CC[C@@H]1[C@H]2CCCC(=O)N3CC[C@@H](C[C@H]1O)[C@@H]23	-13	-1	-4	2	0	nt	-2
CC(=O)Nc1ccc2c(c1)C(=O)N(C)[C@H]1CC[C@H](CC(=O)NCc3ccc4c(c3)OCO4)O[C@@H]1CO2	-1	13[16.7 µM]	nt	10	-1	-2	nt
COc1ccc(CNC(=O)OCCN2CCN(Cc3ccccc3)CCC2=O)cc1	4	nt	nt	15	2	-4	-4
Cc1cc(=O)n2[nH]c(N)c(N=Nc3ccccc3F)c2n1	nt	nt	0	nt	nt	3	2
OC(CNC1CCCC1)COc1ccc(-c2ccccc2)cc1 (configuration not stated)	nt	nt	-3	nt	nt	28	0
Cc1cccc(NC(=O)c2cc3ccccc3oc2=O)c1	-17	-2	-2	1	1	-1	1
c1ccc2c(c1)nc1n2CC2CON(C3CCCCC3)C12 (configuration not stated)	5	-2	-1	7	-1	-4	5
O=[N+]([O-])c1cccc(NC(=S)N2CCc3ccccc3C2)c1	58*	47	0	5	nt	2	1
CSc1nc2ccc(NC(=O)c3c(-c4ccccc4)noc3C)cc2s1	nt	nt	0	nt	nt	-2	2
Cc1cc(NCCOCCO)n2c(nc3ccccc32)c1C#N	-2	nt	-11	2	1	4	6
CCOC(=O)c1c(/N=C/N(C)C)sc(C(=O)OC)c1C	-3	0	5	2	1	11	-3
COC(=O)c1cc(=O)nc2sccn12	-7	1	nt	21	-2	18	nt
O=C(NCc1ccccc1)C1(C(F)(F)F)CC(CCCO)CCCO1 (configuration not stated)	5	nt	nt	-4	4	nt	2
CCCN1[C@@H]2c3ccc(C4=CCCCC4)c(=O)n3C[C@@H]2[C@@H](CO)[C@@H]1C(=O)OC	1	-9[16.7 µM]	-1	22	1	1	-12
Cc1ccccc1S(=O)(=O)N1CCCCN2[C@@H](CO)[C@H](c3ccc(-c4cncnc4)cc3)[C@@H]2C1	nt	-1[16.7 µM]	-5	nt	-2	-3	-5
COCCNC(=O)[C@H](C)[C@H]1C[C@]1(C)[C@H](NC(=O)OCc1ccccc1)c1ccccc1	5	3	-2	2	0	nt	-1
COc1ccc(CC(=O)N[C@@H]2c3ccccc3CC[C@H]2OCc2ccccc2)cc1	-4	7	-6	-14	-5	-5	2
CCc1ccc(C(=O)Nc2cc(S(=O)(=O)N3CCOCC3)ccc2N2CCOCC2)cc1	-1	nt	2	1	-1	-1	-14
CCC1S/C(=C(\C#N)C(N)=O)N(c2ccc(F)cc2)C1=O (configuration not stated)	-3	-3	nt	7	1	-3	nt
Cc1cc(CN2CCCC(C(=O)Nc3cccc(-n4cccn4)c3)C2)cc(C)c1O (configuration not stated)	0	3	1	-10	1	2	-5
Cc1ccc(NC2=NCC(=O)N2CCc2ccccc2)cc1C	-1	-2	nt	-4	1	-1	nt
CN(C)c1ccc(/C=C2\c3ccccc3C(=O)N2c2ccccc2)cn1	34	-8	3	-9	-5	nt	3
Cc1ccc(-c2cnc3c(c2)C(=O)N([C@@H](C)CO)C[C@@H](C)[C@H](CN(C)C(=O)c2ccc(F)cc2)O3)cc1	-2	-1[16.7 µM]	0	42	9	0	0
CC(=O)C1=C(C)NC(SCC(N)=O)=C(C#N)C1c1cccs1 (configuration not stated)	-9	-1	nt	-1	0	-14	nt
CCCCn1c(-c2csc3ccccc23)n[nH]c1=S	-14	-3	nt	24	44	25	nt
Cc1cccc(NC(=O)CNC(=O)[C@H]2O[C@@H](n3cnc4c(N)ncnc43)[C@H](O)[C@@H]2O)c1C	-3	-4	-4	-1	-2	nt	-2
CC(C)C#Cc1ccc2c(c1)O[C@@H](CN(C)C(=O)CN(C)C)[C@@H](C)CN([C@H](C)CO)S2(=O)=O	5	2[16.7 µM]	8	-17	4	2	3
N/C(=N\OC(=O)COc1cc(Cl)c(Cl)cc1Cl)c1ccccn1	nt	-4	-5	nt	0	0	0
Cc1cc(C)c2[nH]c(=O)c(CN(Cc3cccs3)C(=S)NCC3CCCO3)cc2c1 (configuration not stated)	nt	-4	nt	nt	-2	-9	nt
CCOc1ccc(N(C)S(=O)(=O)c2ccc(-c3cc(C)no3)s2)cc1	-22	20	-3	-23	0	-3	nt
COc1ccc(NC(=O)Nc2ccc3c(c2)C(=O)N([C@@H](C)CO)C[C@H](C)[C@@H](CN(C)S(=O)(=O)c2cn(C)cn2)O3)cc1	-4	0[16.7 µM]	9	nt	1	0	-5
CC(Cc1ccccn1)NC(=O)c1ccc(OC2CCN(Cc3ccccn3)CC2)cc1 (configuration not stated)	5	nt	1	-2	-7	5	8
C[C@H](CO)N1C[C@H](C)[C@H](CN(C)Cc2ccc(-c3ccccc3)cc2)Oc2ccc(NC(=O)Nc3cccc4ccccc34)cc2CC1=O	-9	14[16.7 µM]	-4	10	-1	nt	1
CC(C)c1onc(C(=O)N2CCN(c3ccccc3)CC2)c1[N+](=O)[O-]	nt	nt	-1	nt	-2	0	-1
Cc1cccc(NS(=O)(=O)c2cccc(C(=O)N3CCCCCCC3)c2)c1	5	163*	-3	6	0	-2	2
Cc1onc(C(=O)NN)c1-c1csc(COc2ccccc2)n1	nt	nt	-3	nt	nt	-3	1
CCc1ccccc1NC(=O)CNC(=O)c1cn(Cc2ccccc2)nc1-c1cccnc1	-5	-12	-2	-4	1	-8	12
COc1ccccc1N(C)S(=O)(=O)c1ccc(C(=O)OCC(=O)c2c[nH]c3ccccc23)cc1	nt	nt	1	nt	nt	-2	5
CCN(CC)C(=O)C(C)N1c2cccc3cccc(c23)S1(=O)=O (configuration not stated)	9	6	-1	1	-2	nt	-2
CN1C[C@H]2[C@@H](c3ccccc31)[C@@H](CO)N2C(=O)CN1CCOCC1	2	3[16.7 µM]	-1	-26	-2	-11	-1
COc1ccnc(Nc2ccc(C)c(C)c2)c1C#N	2	-3	nt	-15	2	10	7
COc1ccc(N(C(C)=O)S(=O)(=O)c2cc(OC)ccc2OC)cc1	-4	46	nt	19	0	-3	nt
CSCC[C@H](NC(=O)N1CCn2c1nc1ccccc12)C(=O)N[C@H](Cc1ccccc1)C(=O)O	-9	1	-1	2	-2	-1	6
CCOC(=O)N1CCN(c2c(NCCCN(CC)CC)c(=O)c2=O)CC1	-7	-8	nt	nt	0	-6	nt
Cc1ccc(S(=O)(=O)NCCC(=O)OCC(=O)N2CCCC2=O)cc1C	-4	9	-5	-1	-4	-16	-4
O=C(Nc1ccc2c(c1)[C@@H]1C[C@H](CC(=O)N3CCCCC3)O[C@@H](CO)[C@@H]1O2)C1CCOCC1	-5	-2[16.7 µM]	1	-1	-1	-4	-5
C[C@@H]1CN([C@@H](C)CO)C(=O)Cc2cc(NC(=O)Cc3cn(C)c4ccccc34)ccc2O[C@@H]1CN(C)Cc1ccc(-c2ccccc2)cc1	-4	-5[16.7 µM]	15*	11	nt	nt	6
CC(C)C[C@H](NC(=O)Nc1cccc(Br)c1)C(=O)O	nt	-2	-3	nt	0	-1	0
COc1ccccc1C#Cc1ccc([C@@H]2[C@@H](CO)N(C(=O)C3CCCCC3)[C@H]2C#N)cc1	39	nt	0	-215	6	15	1
Clc1ccc(-c2csc(N3CCOCC3)n2)cc1	nt	18	0	nt	nt	nt	-1
CC(=O)Nc1ccc(NC(=O)CSCc2ccccc2Cl)cc1	1	-5	-5	1	-1	-2	2
O=S(=O)(NCCNS(=O)(=O)c1ccc(F)cc1)c1ccc(F)cc1	0	17	nt	7	1	-19	nt
NS(=O)(=O)c1ccc(CCNC(=O)CCc2nc3ccccc3s2)cc1	-3	1	-1	7	-2	nt	4
CCN1CCN(c2ncnc3scc(-c4ccc(C)cc4)c23)CC1	-7	1	-3	-12	2	-1	-4
CCN1[C@@H]2Cn3c(ccc(C4=CCCCC4)c3=O)[C@H]1[C@@H](C(=O)N1CCCCC1)[C@@H]2CO	-1	-3[16.7 µM]	-33	-18	5	5	-2
Next part.
SMILES	esBAF inh	miR122 inh	SIRT5 block	C2C12 statin	Cneo AK release	ARNT TACC3 PPI	ERp5 block
CC(C)(C)C#CCn1c(/C=[N+](\[O-])C2CCCCC2)nc2ccccc21	0	-1	nt	5	1	28	nt
O=C1c2ccccc2C(=O)N1CCCc1nc2ccccc2c(=O)n1Cc1ccco1	0	2	nt	7	3	-2	nt
COCCN(CC(=O)Nc1cccc(C)c1C)C(=O)c1cc(-c2cccs2)nn1-c1ccccc1	-2	11	-3	13	2	1	-6
COc1ccc(Cn2c(=O)n(Cc3ccco3)c(=N)c3c4c(sc32)COC(C)(C)C4)cc1	-2	-1	nt	27	4	-3	nt
COc1cc(C(=O)O)c([N+](=O)[O-])c(OC)c1OC	-1	-2	-4	12	4	-1	5
COCC(=O)Nc1ccc2c(c1)C(=O)N(C)[C@@H]1CC[C@@H](CC(=O)NCc3cccc(F)c3)O[C@@H]1CO2	-5	42[16.7 µM]	nt	2	2	7	nt
COc1ccc(S(=O)(=O)N2CCOCC2)cc1NC(=O)/C=C/c1ccc(F)cc1	nt	-1	-3	12	-1	12	1
Cc1cccc(OCC(=O)NN2C(=O)C3C4C=CC(O4)C3C2=O)c1 (configuration not stated)	nt	-8	2	nt	nt	-5	3
CCOc1ccc(C(=O)Nc2ccc(S(=O)(=O)Nc3nccc(C)n3)cc2)cc1OCC	-4	1	-6	-6	-4	-15	1
COc1ccc(NC(=O)N[C@@H]2C=C[C@@H](CC(=O)NC3CCC3)O[C@@H]2CO)cc1	-5	nt	-3	-6	-1	-2	3
Cc1ccccc1N=C(NO)c1nonc1N	nt	nt	-5	nt	nt	-6	-7
O=C1[C@H]2CCC=C[C@H]2[C@H](c2ccccc2Br)N1Cc1ccccc1	0	-1	4	7	3	-9	-3
C[C@H](CO)N1C[C@H](C)[C@H](CN(C)C(=O)c2ccc3c(c2)OCO3)Oc2cc(-c3ccncc3)ccc2S1(=O)=O	1	5[16.7 µM]	4	-11	-2	9	0
CC(=O)N/C(=C\c1ccccc1)C(=O)OCC(=O)c1ccc(F)cc1	nt	1	-6	-10	-1	1	-2
CCCC#Cc1cnc2c(c1)C(=O)N([C@H](C)CO)C[C@H](C)[C@@H](CN(C)C(=O)c1cccnc1)O2	0	0[16.7 µM]	-4	12	7	-11	0
CC(C)(C)CN1C(N)=NC[C@@H]1Cc1ccccc1	3	-7	-1	13	0	-3	4
O=C(Nc1ccc(NC(=O)c2ccco2)cc1)c1ccc2c(c1)OCO2	-7	-3	nt	-27	3	-2	nt

4 structures already listed, sorted by length of the SMILES, smallest number first.
SMILES	esBAF inh	miR122 inh	SIRT5 block	C2C12 statin	Cneo AK release	ARNT TACC3 PPI	ERp5 block
CC(C)(C)CN1C(N)=NC[C@@H]1Cc1ccccc1	3	-7	-1	13	0	-3	4
COc1ccc(S(=O)(=O)N2CCOCC2)cc1NC(=O)/C=C/c1ccc(F)cc1	nt	-1	-3	12	-1	12	1
COc1ccc(Cn2c(=O)n(Cc3ccco3)c(=N)c3c4c(sc32)COC(C)(C)C4)cc1	-2	-1	nt	27	4	-3	nt
CCCC#Cc1cnc2c(c1)C(=O)N([C@H](C)CO)C[C@H](C)[C@@H](CN(C)C(=O)c1cccnc1)O2	0	0[16.7 µM]	-4	12	7	-11	0

Source: PubChem BioAssay (Broad Institute)
